Screens (PubChem)
EWS-Fli inh: blocks EWS/Fli oncoprotein-driven transcription; A673 NR0B1-luciferase reporter, viability-normalised; inhibition, % at 12.6 µM; 350,000 tested, 0.67% active; AID 651661;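 active = mean inhibition of at least 50% after viability correction, with every replicate also passing that limit; inconclusive = mean reaches 50% but only one of two replicates passes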;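 also: firefly luciferase signal divided by Alamar Blue viability fluorescence both relative to DMSO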
ARNT TACC3 PPI: disrupts binding between human ARNT and TACC3. Q9Y6A5. AlphaScreen His-ARNT PAS-B/GST-TACC3 binding, luminescence; TACC3 fragment carries E629A point mutation. inhibition, % at 9.99 µM. 390,000 tested, 0.66% active;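 active = mean inhibition of replicates at least 50% and at least half of replicates each reaching 50%; inconclusive = half or more replicates reach 50% but mean below 50%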;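 also: 0% = complete ARNT plus TACC3 wells and 100% = ARNT alone without TACC3; many hits fall short of the cut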
ERp5 block: inhibitors of human ERp5 | Q15084 | ERp5 insulin aggregation, absorbance 650 nm, 90 min | inhibition, % at 9.99 µM | 350,000 tested, 0.05% active;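 active = mean replicate inhibition above about 25%, with every replicate also reaching it, limit read from the data, passing the limit was not always enough; inconclusive = only one of those two criteria met; inactive = neither criterion met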
Target sequence (Q15084 whole entry, looked up): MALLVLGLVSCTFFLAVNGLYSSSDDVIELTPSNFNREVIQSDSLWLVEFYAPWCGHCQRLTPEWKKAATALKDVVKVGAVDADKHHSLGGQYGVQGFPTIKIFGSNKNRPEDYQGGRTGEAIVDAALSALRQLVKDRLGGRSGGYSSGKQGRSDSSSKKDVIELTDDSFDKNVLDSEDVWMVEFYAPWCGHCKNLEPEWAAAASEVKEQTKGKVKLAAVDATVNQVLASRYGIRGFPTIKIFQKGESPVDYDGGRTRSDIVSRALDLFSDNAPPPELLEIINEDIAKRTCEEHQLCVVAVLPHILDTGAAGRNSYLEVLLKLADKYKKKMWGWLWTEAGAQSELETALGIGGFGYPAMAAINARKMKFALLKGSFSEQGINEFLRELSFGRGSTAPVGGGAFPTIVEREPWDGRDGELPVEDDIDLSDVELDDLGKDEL
DENV2 CPE rescue: DENV2-induced cell death inhibition; CPE inhibition, % at 9.99 µM; AID 651640; 350,000 tested, 1.7% active; DENV2-infected cells, cytopathic effect rescue, plate reader; in the data active = CPE inhibition above about 20%, passing the limit was not always enough; inconclusive = no clear call, values can overlap the other calls; tested in BHK-21 cells;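 also: 0% = median of neutral control wells and 100% = median of positive control wells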
Xi reactivation: X-chromosome reactivation activator; XiGFP mouse fibroblasts, % GFP-positive cells imaging, 3 d; cells co-treated with 5-aza-dC sensitizer; scaled so ellipticine positive control = 100%; activation, % at 7.58 µM; 360,000 tested, 0.055% active;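 active = mean normalized replicate activation at least 10% and every replicate at or above 10%; inconclusive = only one of the two criteria met; inactive = mean below 10% and not all replicates reach 10%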;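 also: 0% = median of on-plate neutral control wells and 100% = ellipticine 6 µM median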
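Material: XiGFP fibroblasts, SV40-immortalized; Buffer or medium: DMEM containing 5-aza-dC; Compound dosing: single point; Times: 3 days compound exposure.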
CFTR F508del cor: CFTR F508del correction in bronchial cells; CFBE cells, YFP halide quenching; stimulated with forskolin plus potentiator P3; % fluorescence drop versus neutral controls; activity (quench increase), % at 7.58 µM; 350,000 tested, 0.36% active; AID 720511;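 active = mean added fluorescence quench of at least 8% versus neutral control, with both replicates also reaching 8%; inconclusive = only one of the mean or replicate conditions met; inactive = mean below 8% and not both replicates reaching 8%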;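 also: cells transiently co-express mutant CFTR-F508del with the halide-sensitive YFP; corrector assay measuring rescue of mutant channel to the surface after 24 h compound exposure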
INS-1E GSIS act: GLuc luminescence reporter in INS-1E cells, primary screen for activators of glucose-dependent secretion of insulin. INS-1E GLuc reporter insulin secretion, 2-3 h. activation, % at 16.6 µM. 370,000 tested, 0.61% active;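 active = lowest replicate activation of at least 40%, so every replicate reaches that level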;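 also: 0% = median of neutral control wells and 100% = median of IBMX positive control wells; some compounds called inactive have numbers as strong as hits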
PAX8 reporter: lowers PAX8-driven luciferase in RMG-I cells; RMG-I TPO-luciferase reporter, SteadyGlo, 24 h; inhibition, % at 12.6 µM; 360,000 tested, 1.2% active; AID 652154;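 active = mean replicate inhibition at least 60% with every replicate also reaching 60%; inconclusive = only one of the two criteria is met; inactive = mean below 60% and not all replicates reaching 60%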;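 also: luciferase light reporting Pax8 driven TPO promoter activity; plate controls were median of neutral control wells for no effect and mitoxantrone controls for full effect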
The depositor's hits bear a star; u = inconclusive; x = no result given.

SMILES | EWS-Fli inh | ARNT TACC3 PPI | ERp5 block | DENV2 CPE rescue | Xi reactivation | CFTR F508del cor | INS-1E GSIS act | PAX8 reporter
CC(Cc1cnccn1)NCc1c(C(=O)N2CCCCCCC2)nc2ccc(Cl)cn12 (centres undefined) | x | 2 | -7 | -6 | 0.2 | 2.4 | 19 | x
C=C1C(=O)O[C@@H]2C[C@@H](C)[C@@H]3C=CC(=O)[C@@]3(C)[C@@H](O)[C@H]12 | 58* | -1 | 5 | -14 | 0.8 | 13* | 57 | 112*
Cc1ccc(C(=O)O)cc1N=Nc1c(O)[nH]c(=O)[nH]c1=O | -3 | 18 | -14 | x | -0.1 | -0.6 | -6 | -3
O=c1[nH]c(=O)n(Cc2ccco2)c(O)c1C=NCCN1CCNCC1 | 0 | -1 | 3 | -2 | 0.1 | -0.3 | x | 20
Cc1ccc2c(c1)N(C(C)C(=O)N1CCC3(CC1)OCCO3)C(=O)CO2 (centres undefined) | 5 | -10 | -9 | 3 | 0.0 | -3.5 | 6 | 6
COC(=O)C1=C(c2ccc(OC(F)(F)F)cc2)C[C@@H]2CC[C@H]1N2C(=O)NCCO | 0 | -21 | -5 | -1 | -0.7 | -4.2 | -12 | -13
COc1ccc(C#Cc2ccc([C@@H]3[C@@H](CO)N4CCCCN(C(=O)Cc5ccncc5)C[C@@H]34)cc2)cc1 | x | 25 | -4 | 36* | 1.1 | -1.6 | 8 | 2
CN1CCCC(C(=O)c2ccc(-c3ccccc3)cc2)C1 (centres undefined) | -28 | -1 | 0 | 17 | 0.0 | -0.1 | 9 | -21
C[C@]12CCC(=O)C[C@H]1CC[C@@H]1[C@@H]2CC[C@]2(C)C(=O)CC[C@@H]12 | -4 | -2 | 4 | -3 | x | 0.1 | -2 | x
CCN1C(=O)NC(=O)C2(CCCC2)C1=O | -4 | -5 | 3 | 0 | -0.1 | 1.3 | 10 | x
CCCCS(=O)(=O)N1CCN(C(=N)N[N+](=O)[O-])CC1 | 5 | x | 2 | -5 | 0.0 | x | 0 | 6
COC(=O)[C@@H]1[C@@H](CO)[C@@H]2Cn3c(ccc(-c4ccccc4F)c3=O)[C@H]1N2 | -3 | 2 | 0 | 1 | 0.0 | x | 5 | 1
CCN1CCN(Cc2cc3c(cc2[N+](=O)[O-])OCO3)CC1 | -65 | 6 | 5 | 9 | 0.0 | -1.4 | -8 | 2
O=C(N/N=C/c1c(O)n(Cc2ccccc2)c(=O)[nH]c1=O)c1ccccc1O | x | 63* | x | x | -0.1 | x | -2 | -8
O=P(C(Cl)Cl)(N1CCOCC1)N1CCOCC1 | -1 | -6 | 6 | 9 | 0.2 | -2.8 | -8 | 20
Cc1ccc(CN2CCN(Cc3ccccc3F)CC2)cc1 | -1 | 6 | 4 | 4 | 0.2 | 2.4 | 39 | -3
C=CCN1C[C@H](C)N(C(c2ccc(C(=O)N(CC)CC)cc2)c2cccc(OC)c2)CC1C (some centres undefined) | 4 | x | -2 | 9 | x | 4.6 | -18 | x
Cc1ccc(O)c(CN2CCC3CCC(C3)C2)c1 (centres undefined) | 10 | 1 | 8 | 14 | 0.2 | 2.5 | 8 | -3
CC(Cc1ccccc1)/[N+]([O-])=C\c1ccc(C(F)(F)F)cc1 (centres undefined) | -101 | -8 | 4 | -9 | 0.1 | 2.1 | x | -174
C=CCn1c(O)c(/C(CC)=N/NC(=S)Nc2ccccc2)c(=O)[nH]c1=O | -2 | 5 | 3 | -2 | 0.0 | 0.1 | -7 | 4

Some of these compounds in order of formula weight, falling.
SMILES | EWS-Fli inh | ARNT TACC3 PPI | ERp5 block | DENV2 CPE rescue | Xi reactivation | CFTR F508del cor | INS-1E GSIS act | PAX8 reporter
COc1ccc(C#Cc2ccc([C@@H]3[C@@H](CO)N4CCCCN(C(=O)Cc5ccncc5)C[C@@H]34)cc2)cc1 | x | 25 | -4 | 36* | 1.1 | -1.6 | 8 | 2
C=CCN1C[C@H](C)N(C(c2ccc(C(=O)N(CC)CC)cc2)c2cccc(OC)c2)CC1C (some centres undefined) | 4 | x | -2 | 9 | x | 4.6 | -18 | x
COC(=O)C1=C(c2ccc(OC(F)(F)F)cc2)C[C@@H]2CC[C@H]1N2C(=O)NCCO | 0 | -21 | -5 | -1 | -0.7 | -4.2 | -12 | -13
C=CCn1c(O)c(/C(CC)=N/NC(=S)Nc2ccccc2)c(=O)[nH]c1=O | -2 | 5 | 3 | -2 | 0.0 | 0.1 | -7 | 4
COC(=O)[C@@H]1[C@@H](CO)[C@@H]2Cn3c(ccc(-c4ccccc4F)c3=O)[C@H]1N2 | -3 | 2 | 0 | 1 | 0.0 | x | 5 | 1
CC(Cc1ccccc1)/[N+]([O-])=C\c1ccc(C(F)(F)F)cc1 (centres undefined) | -101 | -8 | 4 | -9 | 0.1 | 2.1 | x | -174
O=P(C(Cl)Cl)(N1CCOCC1)N1CCOCC1 | -1 | -6 | 6 | 9 | 0.2 | -2.8 | -8 | 20
Cc1ccc(CN2CCN(Cc3ccccc3F)CC2)cc1 | -1 | 6 | 4 | 4 | 0.2 | 2.4 | 39 | -3
CCN1CCN(Cc2cc3c(cc2[N+](=O)[O-])OCO3)CC1 | -65 | 6 | 5 | 9 | 0.0 | -1.4 | -8 | 2
C[C@]12CCC(=O)C[C@H]1CC[C@@H]1[C@@H]2CC[C@]2(C)C(=O)CC[C@@H]12 | -4 | -2 | 4 | -3 | x | 0.1 | -2 | x
CN1CCCC(C(=O)c2ccc(-c3ccccc3)cc2)C1 (centres undefined) | -28 | -1 | 0 | 17 | 0.0 | -0.1 | 9 | -21
CCN1C(=O)NC(=O)C2(CCCC2)C1=O | -4 | -5 | 3 | 0 | -0.1 | 1.3 | 10 | x

Carrying on:
SMILES | EWS-Fli inh | ARNT TACC3 PPI | ERp5 block | DENV2 CPE rescue | Xi reactivation | CFTR F508del cor | INS-1E GSIS act | PAX8 reporter
CC(C)Oc1ccc(C2(C#N)CC[N+](C)(C)CC2)cc1 | x | -8 | x | x | 0.0 | x | -4 | 15
COC(=O)N1Cc2ccccc2-n2nncc2C1 | -9 | x | -9 | -14 | 0.1 | -2.1 | 20 | 7
NS(=O)(=O)c1ccc(N2CCNCC2)cc1 | 9 | 0 | 3 | -1 | 0.1 | -1.6 | 9 | 14
O=C1CNC[C@@H]2[C@H](c3ccc(Br)cc3)[C@H](CO)N12 | -16 | x | 8 | 10 | 0.0 | -0.4 | 4 | -23
Cc1cc(C)nc(N2Cc3ccccc3C2=N)n1 | -6 | 8 | 1 | 1 | 0.4 | 2.0 | 14 | -12
C[C@]12CCC(=O)C=C1C=CC1C2CC[C@@]2(C)C1CC[C@@H]2O (some centres undefined) | 0 | -1 | 3 | -6 | -0.1 | 5.2 | 6 | x
O=C(c1cccc(Cl)c1)C1CCCN(Cc2cccc3cnccc23)C1 (centres undefined) | 13 | -4 | 2 | 7 | 0.0 | 6.9 | -17 | 10
C/C=C/c1ccc([C@@H]2[C@@H](CO)N3CCCCN(C(=O)Cc4cccnc4)C[C@H]23)cc1 | -6 | -5 | 1 | -2 | 0.0 | 0.5 | 1 | 17
C=COCCn1c(C)c(C(C)=O)c2cc(O)ccc21 | 17 | -9 | -6 | 1 | 0.0 | -1.7 | 7 | 5
COc1ccc(C)cc1NC1=NC(C)(C)CS1 | -4 | -5 | 1 | 18 | 0.3 | -0.5 | 3 | 12
O=C(Nc1ccc(C(=O)O)cc1)Oc1ccc(N(CCCl)CCCl)cc1 | 20 | x | 3 | -1 | 1.2 | 2.8 | -1 | -11
CC(=O)c1c(C)n(Cc2ccccc2Cl)c2ccc(O)cc12 | 4 | 0 | 7 | 2 | 0.0 | -7.9 | 1 | -9
Cc1cccc(C(O)(C(=O)O)c2ccccc2)c1 (centres undefined) | -2 | 1 | -5 | -8 | 0.3 | -0.1 | -1 | -1
CC(C)NS(=O)(=O)c1ccc(OCC(=O)N2CCN(C)CC2)cc1 | -3 | x | 0 | 9 | 0.1 | 2.0 | -7 | 6
Cc1ccccc1CN1CCN(C(=O)Cc2ccccc2)CC1 | 1 | 12 | 0 | -9 | 0.1 | -1.9 | -5 | 4
Brc1ccccc1CNCCc1ccc2c(c1)OCO2 | 0 | -3 | 3 | 0 | 0.1 | -0.4 | 15 | -22
COc1ccc(/C=C2\C(=O)NC(=O)N(Cc3ccccc3)C2=O)c(OC)c1OC | -10 | x | 1 | 4 | 0.0 | -3.3 | -6 | -1
NS(=O)(=O)c1cccc(N2CCNCC2)c1 | 10 | -4 | -3 | 4 | 0.1 | -1.1 | -5 | -1
Cn1c(O)c(C(=Nc2ccccc2)SCc2ccc(Cl)cc2)c(=O)n(C)c1=O | 5 | 2 | 7 | 2 | 0.0 | -1.0 | 3 | 27
C#C[C@]1(O)CC[C@H]2[C@@H]3CCC4=CC(=O)CC[C@]4(C)[C@H]3CC[C@@]21C | -2 | -5 | 1 | -2 | 0.1 | 3.5 | x | -1
Cc1ccc(NP(=O)(Oc2ccccc2)Oc2ccccc2)cc1 | 3 | -6 | 2 | 3 | 0.2 | -3.5 | 14 | 18
CC(=O)N1CCCSC1=Nc1ccccc1 | -6 | -18 | 1 | -2 | 0.3 | 0.6 | 11 | -10
O=P(O)(O)COc1ccccc1O | 12 | -2 | -4 | 2 | x | 0.9 | 0 | x
COC(=O)C1=C(c2ccc(F)cc2OCc2ccccc2)C[C@@H]2CC[C@H]1N2C(=O)NCc1cccc(OC)c1 | 7 | -4 | 6 | 1 | -0.2 | 3.1 | 7 | 14
CCCCn1c(N)c(N(CCOC)C(=O)CN2CC=C(c3ccccc3)CC2)c(=O)[nH]c1=O | -2 | -1 | 0 | -3 | 0.2 | -1.8 | 7 | 8
COc1ccc(C(O)(c2cncnc2)C2CC2)cc1 (centres undefined) | 5 | x | -5 | -9 | x | 0.1 | x | -20
CN(C)C(=O)Oc1ccc2c(=O)c(Oc3ccccc3Br)coc2c1 | -19 | 1 | 0 | -3 | 0.0 | 1.6 | -5 | -13
Cc1cc(=O)oc2cc(OCC(=O)N3C[C@H]4C[C@@H](C3)c3cccc(=O)n3C4)ccc12 | 3 | -14 | u | -2 | x | -1.9 | x | x
CCNC(=O)[C@H]1O[C@@H](n2cnc3c(N)ncnc32)[C@H](O)[C@@H]1O | -2 | -3 | -4 | 14 | 0.0 | -2.6 | x | -6
COc1ccc(C(=O)C2CCCN(C3CSCCSC3)C2)c(OC)c1 (centres undefined) | 7 | 3 | 6 | -4 | 0.0 | x | 9 | 8
CN1[C@@H]2c3cccc(=O)n3C[C@H]1[C@H](CO)[C@H]2C(=O)NCC1CC1 | -1 | -2 | 3 | 0 | 0.0 | x | 8 | -9
CCCCn1c(=O)c(C(=O)Nc2ccsc2C(=O)OC)c(O)c2ccccc21 | 0 | -5 | x | x | -0.1 | 7.9 | 1 | 8
COP(=O)(OC)C(Nc1ccccn1)c1ccccc1 (centres undefined) | 3 | -8 | 1 | 1 | 0.1 | 1.7 | x | 25
c1cncc(CNCCN2CCNCC2)c1 | 3 | 25 | 1 | 2 | -0.1 | 1.8 | x | -5
O=c1c2ccccc2nc(-c2ccc(Cl)cc2Cl)n1-c1nccs1 | x | -4 | x | x | 0.0 | x | 23 | 34

Not all compounds are listed; rates above refer to the full screens.
